aGlu spleen mod = lysosomal alpha-glucosidase (human) modulation | human spleen homogenate, 4-MU-alpha-glucoside fluorescence | Potency, µM (highest dose often 79.9 µM), inactives show top-dose activity change, negative = inhibition, most hits filed as inhibitors | 240,000 tested, 0.006% active | AID 2112;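 note: 0% = enzyme with vehicle and -100% = no enzyme basal signal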
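AC50 values come from Hill-equation fits of concentration-response data, normalized to no-enzyme and full-activity controls. Enzyme source: 1 ug human spleen homogenate; 1 mM fluorogenic 4-MU glucoside, pH 5.0 citrate buffer, 37 C, 40 min.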
IMPase Li inh = IMPase inhibition in cells with lithium potentiation; 210,000 tested, 0.35% active; Potency, µM (top dose mostly 59.4 µM), for inactives: at the top dose activity, negative = IMPase inhibition, most hits filed as inhibitors; CHO-M1 cells, IP1 TR-FRET (IP-One), carbachol + lithium;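 note: IP1 builds up when IMPase is blocked and the TR-FRET signal falls; plate controls were basal vehicle for no effect and high inhibitor control for full effect; nearly all actives have a fitted effect of over 50% in size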
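CHO cells stably expressing M1 receptor (2000/well) were cultured 16–30 h, then exposed to compounds with a small lithium addition for 30 min at 37C. IP1 was measured by TR-FRET competition; AC50 from Hill fits.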
HTT cytoprotect = Huntington cell model cytoprotection by ATP luminescence. PC12 HTT-Q103 induced, cytoprotection, ATP luminescence, 40 h. Potency, µM (highest dose often 56.4 µM), without a hit: cytoprotection (ATP increase), usual class: activators. 230,000 tested, 0.14% active;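 note: % of control where 0% means no effect; nearly all actives have a fitted effect of over 45% in size; toxic huntingtin expression switched on by the ecdysone agonist tebufenozide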
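Rat PC12, Q103 Htt exon1-GFP fusion, ecdysone promoter; tebufenozide inducer 100 nM final; compound titration; qHTS, 1500 cells/well; ATPlite luminescent read.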
HTT aggregate = reduces HttQ103-GFP aggregates in PC12 cells; PC12 HttQ103-GFP aggregates, Acumen cytometry, 40 h; Potency, µM (titrated, usually from 46.1 µM), for inactives: at the highest dose activity change, negative = inhibition, most hits filed as inhibitors; 220,000 tested, 1.1% active; AID 1688; note: % is set by controls: 0 for no effect and ±100 for the full control effect; nearly all actives have a fitted effect of over 60% in size
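Read-out: GFP aggregate count by laser scanning cytometer (488 nm excitation, 500-530 nm emission, 1–25 µm objects >6 SD above background). Cells: PC12, inducible HTTex1-Q103-GFP, 100 nM tebufenozide; compounds titrated.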
GAA inh = alpha-glucosidase (human) inhibition. P10253. purified human GAA, 4-MU-alpha-glucoside fluorescence. Potency, µM (top dose mostly 76.9 µM), for the others: at the top dose activity change, negative = inhibition, usual class: inhibitors. 200,000 tested, 0.005% active;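 note: plate controls were uninhibited enzyme wells for no effect and no-enzyme background for full effect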
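Human enzyme at 4 nM with 400 uM 4-methylumbelliferyl-alpha-D-pyranoside, citrate/phosphate buffer pH 5.0, 0.005% Tween-20, 20 min at room temperature. Compounds up to 77 uM. 4-MU fluorescence (Ex 365/Em 440) read after NaOH/glycine stop; AC50 from Hill fit.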
GAA glycogen mod = alters human alpha-glucosidase cleavage of glycogen | recombinant GAA, glycogen substrate, Amplex Red glucose oxidase fluorescence | Potency, µM (titrated, usually from 76.4 µM), for the others: at the top dose activity change, negative = inhibition, actives largely listed as inhibitors | P10253 | 300,000 tested, 0.38% active;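 note: 0% = full enzyme reaction and -100% = no-enzyme basal signal; the screen sought inhibitors and activators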
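Natural-substrate format: glycogen cleavage by 4 nM human enzyme, glucose read by Amplex Red coupling (Ex 573, Em 610 nm). Normalized to enzyme and no-enzyme controls.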
GoLoco inh red = RGS12 GoLoco-Gai1 interaction inhibition. P63096. Gai1:RGS12 GoLoco peptide FP, rhodamine, 10 min. Potency, µM (top dose mostly 61.6 µM), for the others: at the highest dose activity, negative = inhibition, hits mostly inhibitors. 230,000 tested, 0.44% active; active = well fitted inhibition curve with a large enough effect, not every such curve was filed as active; inactive = no such curve, though single readings can be large or run the other way; note: % is set by controls: 0 for no effect and ±100 for the full control effect; nearly all actives have a fitted effect of over 30% in size; many of its hits are not listed in these tables
Target sequence (P63096 whole entry, looked up): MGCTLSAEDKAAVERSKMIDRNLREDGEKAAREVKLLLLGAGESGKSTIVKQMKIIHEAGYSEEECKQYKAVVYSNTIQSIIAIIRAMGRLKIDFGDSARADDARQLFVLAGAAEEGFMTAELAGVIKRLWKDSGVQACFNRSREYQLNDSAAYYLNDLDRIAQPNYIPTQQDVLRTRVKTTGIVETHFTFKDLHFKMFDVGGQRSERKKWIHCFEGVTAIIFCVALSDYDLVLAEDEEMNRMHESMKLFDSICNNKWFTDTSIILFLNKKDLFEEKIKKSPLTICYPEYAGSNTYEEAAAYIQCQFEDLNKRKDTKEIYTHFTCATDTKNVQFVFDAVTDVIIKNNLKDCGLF
An asterisk follows results filed as active; ? = inconclusive; nt = no result given; & = joins results of further samples; [ ] = another dose, or the depositor's remark. Unless noted, calls come from the whole dose curve; as a rule, active = well fitted curve in the direction sought with a large enough effect; inconclusive = small, poorly fitted or top-dose-only effect, or another doubt; inactive = no such curve, though single readings can be large; an effect the other way counts as inactive or inconclusive. Potency is the fitted concentration of half-maximal effect. A portion of the library (hit frequency here may not be typical).

Every second line gives: aGlu spleen mod, IMPase Li inh, HTT cytoprotect, HTT aggregate, GAA inh, GAA glycogen mod, GoLoco inh red
- CC(C)(C)NC(=O)CN(Cc1cccs1)C(=O)CCC(=O)Nc1nccs1
  -4%, -3%[38.3 µM], 33%, -14%, -2%, 2%, 6%
- CC(=O)NCCNc1ccnc(-c2ccccc2C)n1
  13%, 2%, -10%, nt, nt, nt, 6%
- CC(=O)OC[C@H]1O[C@@H](O/N=C(\C)CCN2CCCCc3nc(C)c(C)cc32)[C@H](OC(C)=O)[C@@H](OC(C)=O)[C@@H]1OC(C)=O
  -9%, 2%, nt, -9%, 2%[15.4 µM], 1%, -2%
- CCCCNS(=O)(=O)c1ccc2nc(SCC(=O)Nc3ccccc3)[nH]c2c1
  -3%, -5%, nt, 2%, -2%, -7%, 3%
- COc1cc(CN2CCN(Cc3ccc([N+](=O)[O-])cc3)CC2)c([N+](=O)[O-])cc1OC
  7%, 23%, 24%[10 µM], ?, -7%, -7%, -9%
- CSCCCNC(=S)N1CCN(S(=O)(=O)c2cccc(C(F)(F)F)c2)CC1
  -13%, -4%, nt, -7%, -3%, 11%, 20%
- O=C(O)c1cc2c(ccc3ccccc32)[nH]1
  -2%, 24%[38.3 µM], -14%, -3%, -2%, 1%, 12%
- CCOC(=O)N1CCN(c2c(NCCc3ccc(OC)c(OC)c3)c(=O)c2=O)CC1
  0%, 4%[38.3 µM], -2%, 6%, 1%, 5%, -1%
- CCOC(=O)c1c(C)[nH]c(C)c1-c1ccccc1OC
  -8%, -4%[38.3 µM], -22%, 9%, -6%, 8%, 3%
- CC1CCN(CCNC(=S)Nc2ccc(Cl)cc2)CC1
  -7%, 3%, -39%, 4%, -1%, -14%, 5%
- COc1cc(OC)cc(C(=O)NC2CC3CCC(C2)N3Cc2ccco2)c1 (centres undefined)
  -7%, -5%[38.3 µM], -15%, 5%, 5%, 2%, 13%
- Cc1noc(C)c1COC(=O)CN(C)S(=O)(=O)c1ccc(Cl)cc1
  4%, 33%[activator][38.3 µM], -5%, -4%, -8%, -16%, 3%
- CCCC[C@H]1C[C@@H]1[C@@H]1N(C(C)=O)[C@H](c2cccc(OC)c2)CC12CC2
  -13%, -2%, 0%, nt, nt, nt, -7%
- CC(C)CN1C(=O)/C(=C/c2cccs2)NC1=S
  -17%, 5%, 33%[10 µM], -5%, ?, -14%, 13%
- Cc1ccccc1OCCCC(=O)Nc1ccccc1C(F)(F)F
  -13%, 1%[38.3 µM], -16%, 3%, 0%, 2%, 8%
- O=C(N/N=C/c1ccc[nH]1)c1ccc(O)cc1
  -4%, 7%, 5%[10 µM], -16%[9.22 µM], -5%, -3%, 35%[activator]
- O=C(Nc1ccc(C(F)(F)F)cc1Cl)c1ccc(Cn2cc(Br)cn2)o1
  -7%, -6%[38.3 µM], -22%, 3%, -9%, -3%, 23%
- O=C1CC(c2ccccc2)C(=O)N1c1cccc(O)c1 (centres undefined)
  -16%, 14%[38.3 µM], 7%[0.074 µM], -2%, -6%, -9%, 6%
- COC(=O)c1ccccc1NC(=O)c1nc2nc(C)cc(C)n2n1
  0%, 6%[38.3 µM], 3%[0.074 µM], 7%, -5%, -1%, -9%
- CNC(C)c1cc(OC)ccc1OC (centres undefined)
  -2%, 0%[38.3 µM], 5%, 5%, 11%, -5%, -7%

2 of these compounds in another layout.
SMILES: Cc1ccccc1OCCCC(=O)Nc1ccccc1C(F)(F)F
  aGlu spleen mod: -13%	IMPase Li inh: 1%[38.3 µM]	HTT cytoprotect: -16%	HTT aggregate: 3%	GAA inh: 0%	GAA glycogen mod: 2%	GoLoco inh red: 8%
SMILES: COC(=O)c1ccccc1NC(=O)c1nc2nc(C)cc(C)n2n1
  aGlu spleen mod: 0%	IMPase Li inh: 6%[38.3 µM]	HTT cytoprotect: 3%[0.074 µM]	HTT aggregate: 7%	GAA inh: -5%	GAA glycogen mod: -1%	GoLoco inh red: -9%

(further entries)
Every second line gives: aGlu spleen mod, IMPase Li inh, HTT cytoprotect, HTT aggregate, GAA inh, GAA glycogen mod, GoLoco inh red
- CCN(CC)c1nc(-c2ccccc2)cc(C(F)(F)F)c1C#N
  -2%, 0%, -3%[10 µM], -26%, 11%, 1%, 8%
- O=C(CN1CCNCC1)NCCSc1ccc(Cl)cc1
  8%, 15%, nt, 0%, -4%, 25%, 3%
- CC(C)Nc1ccc(C(CC(N)=O)NC(=O)Cc2ccc(Br)cc2)cc1[N+](=O)[O-] (centres undefined)
  -12%, nt, -12%[10 µM], -13%[9.22 µM], nt, 6%, 1%
- N#Cc1ccccc1Sc1ccccc1C(=O)OCC(=O)N1CCN(C(=O)c2ccco2)CC1
  0%, 3%[38.3 µM], 1%[10 µM], 18%, -7%, 9%, 10%
- O=C(c1ccccc1S(=O)(=O)NCc1ccccc1)N1CCCCC1
  4%, 0%[38.3 µM], 0%, -14%, -3%, 7%, -7%
- Nc1nonc1N/N=C\c1ccccc1
  0%, nt, -13%[10 µM], -4%[9.22 µM], nt, -24%, -1%
- Cc1ccc(OCC(=O)N/N=C/c2ccncc2)cc1
  -6%, 4%[38.3 µM], 1%, -6%, 5%, 7%, 4%
- Cc1cc2c(NC(=O)Nc3ccccc3)cccc2nn1
  2%, nt, -6%[10 µM], 24%[9.22 µM], nt, 5%, -2%
- Cc1onc(-c2ccccc2Cl)c1C(=O)OCC(=O)Nc1cccc(S(=O)(=O)N(C)C)c1
  0%, 11%, 6%, -10%, -11%, 4%, -14%
- NC1CCN(c2cccc(Cl)n2)CC1
  6%&1%&-2%, -7%&34%&16%, -21%, -8%, nt, nt, 10%&5%&7%
- CCOc1ccccc1CN(Cc1ccco1)S(=O)(=O)c1ccc(-n2cnnn2)c(OC)c1
  -5%, 34%[activator][38.3 µM], -15%[10 µM], 3%, -11%, -4%, -12%
- O=C(NCc1ccco1)c1cnn2c(C(F)(F)F)cc(-c3cccs3)nc12
  5%, 18%[38.3 µM], -17%[10 µM], 28%, 1%, 3%, 12%
- O=C(CN1C(=O)c2cccc3cccc1c23)NCC1CCCO1 (centres undefined)
  -7%, -8%[38.3 µM], -18%, -2%, -3%, 4%, 2%
- CC1CN(C(=O)c2scc3c2OCCO3)CC(C)O1 (centres undefined)
  -10%, 12%[38.3 µM], 7%, -10%, 1%, -1%, 5%
- CCOc1cc(C(=O)NCCc2ccc(S(N)(=O)=O)cc2)cc(OCC)c1OCC
  4%, nt, 11%[10 µM], -13%[9.22 µM], nt, 6%, 1%
- CCOC(=O)N1CCN(CC(O)c2ccc3c(c2)CCN3)CC1 (centres undefined)
  -8%, nt, 12%[0.074 µM], 10%, -9%, ?, nt
- Cc1ccc2nc(-c3ccc(NC(=O)C4CCCO4)cc3)[nH]c2c1 (centres undefined)
  -2%, 10%[38.3 µM], -51%[inhibitor][10 µM], -11%, -1%, 6%, 4%
- O=C(c1ccc(F)cc1)c1c[nH]c(C(=O)NCc2cccnc2)c1
  -10%, 21%[38.3 µM], 4%[10 µM], ?, 3%, 1%, 0%
- CCn1c(-c2cc(-c3cc(OC)ccc3OC)nc3ccccc23)n[nH]c1=S
  -6%, 24%[38.3 µM], 0%, 2%, -8%, -1%, -24%
- O=C(CCCOc1ccccc1)Nc1cccc(C(=O)O)c1
  -6%, 29%[38.3 µM], 5%, ?, 0%, 0%, 3%

5 of the entries above in order of their number in GoLoco inh red, descending:
Structure	GoLoco inh red
O=C(NCc1ccco1)c1cnn2c(C(F)(F)F)cc(-c3cccs3)nc12	12%
CCN(CC)c1nc(-c2ccccc2)cc(C(F)(F)F)c1C#N	8%
CC1CN(C(=O)c2scc3c2OCCO3)CC(C)O1 (centres undefined)	5%
Cc1ccc(OCC(=O)N/N=C/c2ccncc2)cc1	4%
CCOc1ccccc1CN(Cc1ccco1)S(=O)(=O)c1ccc(-n2cnnn2)c(OC)c1	-12%

An excerpt from above in order of SMILES length, descending:
Every second line gives: aGlu spleen mod, IMPase Li inh, HTT cytoprotect, HTT aggregate, GAA inh, GAA glycogen mod, GoLoco inh red
- Cc1cc2c(NC(=O)Nc3ccccc3)cccc2nn1
  2%, nt, -6%[10 µM], 24%[9.22 µM], nt, 5%, -2%
- O=C(CN1CCNCC1)NCCSc1ccc(Cl)cc1
  8%, 15%, nt, 0%, -4%, 25%, 3%
- Nc1nonc1N/N=C\c1ccccc1
  0%, nt, -13%[10 µM], -4%[9.22 µM], nt, -24%, -1%

The listing continues.
Every second line gives: aGlu spleen mod, IMPase Li inh, HTT cytoprotect, HTT aggregate, GAA inh, GAA glycogen mod, GoLoco inh red
- O=C(NCC(=O)N(CCc1ccccc1)C(C(=O)NC1CCCCC1)c1ccncc1)c1ccco1 (centres undefined)
  -7%, 22%[38.3 µM], 3%[10 µM], 18%, -1%, -9%, 11%
- C/C=C(\C)CN1CCN(c2cc(C)ccc2C)CC1
  9%, 2%[38.3 µM], -2%, ?, 6%, -4%, -9%
- COc1ccc(C2=NNC(c3cc(Cl)cc4c3OCOC4)C2)c(O)c1 (centres undefined)
  -1%, -10%, -24%, 12%, -7%, ?, -12%
- C/C(=N\NC(=O)c1cccc(F)c1)c1ccc(Br)s1
  -2%, -20%[38.3 µM], -15%, -30%, -8%, 0%, 2%
- CCOCCCNC(=O)/C(C#N)=C/c1ccc(C(=O)OC)cc1
  -4%, 7%, -9%, -18%, ?, -9%, -10%
- COc1ccc2[nH]c3c(=O)n(CCCCC(=O)NCCN4CCCC4)c(=S)[nH]c3c2c1
  -2%, -10%[38.3 µM], 2%[10 µM], 22%, 5%, 29%, -9%
- Cc1ccc(NC(=O)CCC(=O)NNC(=O)c2ccccc2Cl)c(C)c1
  1%, -5%, -39%, 13%, 6%, 6%, 4%
- O=C(NCc1nc2ccccc2[nH]1)C1CCCCC1
  0%, -6%, -18%[10 µM], -27%[9.22 µM], 7%, -4%, 7%
- COc1ccc(CCNC(=O)/C(C#N)=C/c2cccc(OCc3ccccc3)c2)cc1OC
  14%, 3%, -11%[10 µM], 7%, -6%, -11%, 7%
- Cc1cccc(Nc2nnc(SC/C(O)=C(\C#N)c3nc4ccccc4[nH]3)s2)c1
  0%, 2%, 11%[10 µM], 7%, 4%, -4%, 106%[activator]
- COc1ccc2[nH]c(-c3cccc(F)c3)cc(=O)c2c1
  3%[119 µM], -16%&0%, -214%[inhibitor][96.6 µM], -19%, 13%, 9%, 8%[88.7 µM]
- CC1CCCCN1C(=S)NCc1ccco1 (centres undefined)
  -2%, 6%, -7%[10 µM], -9%, -2%, -1%, 6%
- C=CCN(c1ccccc1C(=O)NCC(=O)OCC)S(=O)(=O)c1ccc(C)cc1
  -2%, nt, 6%[10 µM], -27%[9.22 µM], -5%, 3%, 4%
- COc1ccccc1Nc1nc(NCc2ccco2)nc(N)c1[N+](=O)[O-]
  -3%, nt, 23%[10 µM], 2%[9.22 µM], ?, ?, -1%

Screening data from PubChem BioAssay.
